Screening data: PubChem, Sanford-Burnham Center for Chemical Genomics
VHR inh color – VHR1 (DUSP3) phosphatase inhibition; AID 1992; inhibition, % at 20 µM; 50,000 compounds, 0.7% hits; P51452; recombinant VHR phosphatase, colorimetric substrate read-out; in the data active = inhibition above about 60%; also: some results filed as inactive read as strong as hits
Target sequence (P51452 whole entry, looked up): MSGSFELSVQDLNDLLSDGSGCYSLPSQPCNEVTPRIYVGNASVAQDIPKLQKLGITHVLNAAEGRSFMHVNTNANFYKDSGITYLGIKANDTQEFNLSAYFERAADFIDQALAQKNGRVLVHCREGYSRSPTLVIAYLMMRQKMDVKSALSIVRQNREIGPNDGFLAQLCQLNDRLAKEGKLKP
* = called active by the depositor.

SMILES | VHR inh color
Cc1ccc(CN=Cc2ccc(OC3CSC3)cc2)cc1 | -30
O=C(NC(Nc1cccc([N+](=O)[O-])c1)C(Cl)(Cl)Cl)c1cccc(I)c1 (stereo not drawn) | -12
COc1cccc(/C=N/NC(=O)c2cc(-c3ccc4ccccc4c3)n[nH]2)c1 | -1
Cc1cc2ncn(S(=O)(=O)c3ccc(Cl)c([N+](=O)[O-])c3)c2cc1C | 6
O=C(/C=C/c1ccccc1)NC(=S)Nc1ccccc1O | -16
Cc1ccc(OCCOCCOc2ccc(Br)cc2/C=C2/SC(=S)NC2=O)cc1 | 2
Cc1ccc(NC(=O)CN(c2ccc(Br)cc2)S(C)(=O)=O)c(C)c1 | -10
Cc1ccc(-c2ccc(OC(=O)c3ccco3)cc2)cc1 | 8
COC(=O)/C(C#N)=C/c1c(OC)[nH]c2ccccc12 | -4
Cc1ccc(NC(=O)CN(c2c(C)n(C)n(-c3ccccc3)c2=O)S(=O)(=O)c2ccccc2)cc1 | -7
O=C(NCCOc1ccccc1)c1ccccc1F | -4
O=C1NN(c2ccccc2)C(=O)C2C3c4ccccc4C(c4ccccc43)C12 (stereo not drawn) | 16

Six entries from above, set out differently.
canonical_smiles	VHR inh color
Cc1ccc(NC(=O)CN(c2ccc(Br)cc2)S(C)(=O)=O)c(C)c1	-10
Cc1ccc(-c2ccc(OC(=O)c3ccco3)cc2)cc1	8
O=C(/C=C/c1ccccc1)NC(=S)Nc1ccccc1O	-16
Cc1ccc(OCCOCCOc2ccc(Br)cc2/C=C2/SC(=S)NC2=O)cc1	2
O=C(NC(Nc1cccc([N+](=O)[O-])c1)C(Cl)(Cl)Cl)c1cccc(I)c1 (stereo not drawn)	-12
O=C(NCCOc1ccccc1)c1ccccc1F	-4

Following part
SMILES | VHR inh color
CN1CCN(C(=O)c2ccccc2NC(=O)c2cccnc2)CC1 | -15
C/C(=N\NC(=O)CCc1c(C)n[nH]c1C)c1ccc(N)cc1 | 0
O=C(C(Sc1ccccc1)c1ccccc1)N1CCOCC1 (stereo not drawn) | -7
Cc1ccccc1OCC(=O)N1CCN(c2ccccn2)CC1 | -20
COc1ccc(OCC(=O)Nc2ccc(NC(=O)c3ccco3)c(OC)c2)cc1 | -7
CCC(CC)C(=O)Nc1ccccc1[N+](=O)[O-] | -4
O=C(Nc1cccc(-c2nnc(-c3ccccc3)o2)c1)c1cccs1 | -5
COc1ccccc1/C=C/C(=O)c1ccc(F)cc1 | -1
O=C1C(=O)N(c2cccnc2)C(c2ccc([N+](=O)[O-])cc2)/C1=C(\O)c1ccc(Cl)cc1 (stereo not drawn) | 36
COc1ccc2oc(=O)c(C(N)=O)cc2c1 | -5
CCOc1cc(/C=C2\SC(N3CCCCCC3)=NC2=O)ccc1O | 3
Cc1c(C(=O)Nc2ccccc2C(F)(F)F)cccc1[N+](=O)[O-] | -10
O=S(=O)(O)c1ccc(NS(=O)(=O)c2cccc3cccnc23)cc1 | 5
COC(C)(C)C(=O)CC(=O)C(C)(C)C | -4
CC1(C)Cc2ccccc2/C(=C/SC(=N)N)N1 | 4
CCc1ccc(S(=O)(=O)Nc2ccccc2OC)cc1 | -2
COc1ccc(/C=C/C(=O)NC(=S)n2cnc3ccccc32)cc1OC | 2
Cc1ccc(C(=O)Nc2ccc3oc(-c4cccc(Br)c4)nc3c2)cc1[N+](=O)[O-] | 19
COc1cccc(C2NC(=O)N(C)C(C)=C2C(=O)OC(C)C)c1OC (stereo not drawn) | 8
O=C(COc1ccc(Cl)cc1)NCCCn1ccnc1 | 9
COc1ccc(CCN=CC2=C(O)c3ccccc3C2=O)cc1 | -51
COC(=O)c1c(NC(=O)C2C(C=C(Cl)Cl)C2(C)C)sc2c1CCCC2 (stereo not drawn) | -16
COc1ccccc1C(=O)NC(NC(=O)c1ccccc1OC)c1ccc(F)cc1 | -15
CCc1ccc(NC(=O)COc2cccc(C)c2C)cc1 | -1

Structural class, the entries above containing two or more sulfur atoms.
SMILES | VHR inh color
Cc1ccc(OCCOCCOc2ccc(Br)cc2/C=C2/SC(=S)NC2=O)cc1 | 2
O=S(=O)(O)c1ccc(NS(=O)(=O)c2cccc3cccnc23)cc1 | 5

Fetched by compound from the entries so far, two records:
SMILES | VHR inh color
COc1cccc(C2NC(=O)N(C)C(C)=C2C(=O)OC(C)C)c1OC (stereo not drawn) | 8
COc1ccccc1/C=C/C(=O)c1ccc(F)cc1 | -1

New compounds follow
SMILES | VHR inh color
N#CC(C(N)=O)=C1CCC2(CC1)OCCCCO2 | -17
O=c1nc(/C=C/c2ccc(-c3ccc([N+](=O)[O-])cc3Cl)o2)cc(C(F)(F)F)[nH]1 | -17
COc1ccc(N=c2ssc3c2-c2ccc(OC)cc2NC3(C)C)cc1 | -3
O=[N+]([O-])c1cc(-n2ncnc2-c2ccc(Cl)cc2)ccc1F | -8
COc1ccccc1/C=N/Nc1nc(-c2ccccc2)nc(C)c1C | -8
COc1ccc(C(=O)Nc2ccc(N(C)C(C)=O)cc2)cc1 | 4
CS(=O)(=O)N(Cc1ccc(C(=O)N[C@@H]2CCCC[C@H]2O)cc1)c1ccccc1 | -44
CN(C)c1ccc(C2Nc3ccc(C(=O)c4ccccc4)cc3NC3=C2C(=O)CCC3)cc1 (stereo not drawn) | 17
O=C(COc1ccc2ccccc2c1)NNC(=O)c1ccccc1Cl | 4
Cc1cccc(C(=O)Oc2ccc(/C=C3/SC(=S)NC3=O)cc2)c1 | 17
C=CCOc1cccc(/C=N/NC(=O)C(=O)NCc2ccccn2)c1 | -19
CC(C)CCN(CCN1C(=O)c2ccccc2C1=O)CCN1C(=O)c2ccccc2C1=O | -3
COc1cc(OC)c(NS(=O)(=O)c2ccc(F)cc2)cc1Cl | -40
O=C(Nc1ccc(F)cc1)c1ccc(Br)c(S(=O)(=O)N2CCOCC2)c1 | 7
Cc1cccc(OCC(=O)Nc2ccc(N3CCOCC3)cc2)c1 | -44
O=c1c(Oc2ccccc2Br)c(C(F)(F)F)oc2c(CN3CCOCC3)c(O)ccc12 | -1
CC1=CC(C)(C)N(C(=O)C(C)N2C(=O)c3ccccc3C2=O)c2cc(C)ccc21 (stereo not drawn) | -58
Cc1cc(C)nc(SCC(=O)Nc2nncs2)n1 | 10
COc1ccc(C)cc1NC(=O)C(=O)NCc1cccnc1 | 0
O=C(Cn1cnc([N+](=O)[O-])n1)Nc1ccc(Br)cc1 | -4
COc1ccc(C(=O)Nc2ccc(C)c(Cl)c2)cc1OC | -14
CCOc1ccc(NC2CC(=O)N(c3ccccc3F)C2=O)cc1 (stereo not drawn) | 10
CCOC(=O)c1c(NC(=O)CNCc2ccccc2)sc2c1CCCCC2 | -6
CC1CCc2c(sc(NC(=O)C3CC3)c2C(=O)OC(C)C)C1 (stereo not drawn) | -48
COc1ccc(CCNC(=O)C(=O)NCC(C)C)cc1 | -5
O=C(Nc1cc(C(F)(F)F)ccc1Cl)c1ccccc1I | 11
O=C(c1ccc2ccccc2n1)N1CCOCC1 | -16
COc1cccc(NC(=O)C(=O)N/N=C/c2ccc(OC)cc2OC)c1 | -80
CCCCOC(=O)c1ccc(NC(=O)c2ccc(-c3cccc([N+](=O)[O-])c3)o2)cc1 | -13
Cc1ccc(C23CC4CC(CC(C(=O)NCc5ccccc5)(C4)C2)C3)cc1 | -8
O=[N+]([O-])c1ccc(N2CCN(S(=O)(=O)c3ccccc3)CC2)c2cccnc12 | 18
O=C(O)c1ccccc1/C=C1/SC(=S)N(c2cccc(Cl)c2)C1=O | 12
Cc1cccc(CC2CC(=O)N(c3ccc(/C=C/C(=O)O)cc3)C2=O)c1 (stereo not drawn) | -5
CCOc1ccccc1NC(=O)CCCOc1ccc(Cl)cc1Cl | 2
O=C(CCC(=O)Nc1ccccc1)NCCO | 7
Oc1ccccc1/C=N/Nc1nc(N2CCCC2)nc(N2CCCC2)n1 | -14
COc1ccccc1NC(=O)C(=O)N/N=C/c1ccc2c(c1)OCO2 | -14
CCOc1ccc(Nc2nc(-c3c(C)nc4sccn34)cs2)cc1 | 71
COC(=O)c1ccccc1NC(=O)CN(c1ccc(OC)cc1)S(=O)(=O)c1ccc(C)cc1 | -8
O=C1c2cccc([N+](=O)[O-])c2C(=O)N1c1cccc(-c2nc3ccccc3c(=O)o2)c1 | 98
Cc1ccc(N2C(=O)C3C(C2=O)C3(c2ccccc2)c2ccccc2)c(C)c1 (stereo not drawn) | 9
CCN1C(=O)NC(c2ccc([N+](=O)[O-])cc2)C(C(=O)OCCOc2ccccc2)=C1C (stereo not drawn) | 16
Cc1nn(C(=O)c2cccnc2)c(C)c1Sc1ccc(Br)cc1 | -9
COc1ccc(Br)cc1C(=O)Nc1ccc(-c2nc3ccccc3o2)cc1 | 12
COCCCNC(=O)COc1ccc2ccccc2c1 | -11
CN(C)c1cc(N/N=C/C=C/c2ccccc2)nc(N(C)C)n1 | -6
Nn1cnnc1N/N=C/C=C/c1ccccc1 | 0
CN(C)c1ccc(NS(=O)(=O)c2ccc(F)cc2)cc1 | -5

The last 2 records of the part above come first, to join the parts:
SMILES | VHR inh color
Nn1cnnc1N/N=C/C=C/c1ccccc1 | 0
CN(C)c1ccc(NS(=O)(=O)c2ccc(F)cc2)cc1 | -5
O=[N+]([O-])c1cc2c(cc1CNCCc1ccc(Cl)cc1Cl)OCO2 | -4
COc1cc(Br)cc(/C=C(\C#N)C(=O)NC2CCCCC2)c1O | 16
C=CCN1C(=O)/C(=C\c2cn(Cc3ccccc3Cl)c3ccccc23)SC1=S | 8
CC1=NN(c2ccc(S(N)(=O)=O)cc2)C(=O)/C1=C\c1ccc(C(C)C)cc1 | 41
COc1cccc(C2CC(c3cccs3)=NN2c2ccc(F)cc2)c1OC (stereo not drawn) | -18
CC(=O)c1cc(NS(=O)(=O)c2ccc(C)cc2)ccc1O | 14
COc1c2ccoc2nc2c(OC)c(OCC(O)C(C)(C)O)ccc12 (stereo not drawn) | 1
CC(C)NC(=O)c1nn2c(C(F)(F)F)c3c(nc2c1Cl)-c1ccccc1CC3 | -6
CCC(C)NC(=O)Cn1nc(C(F)(F)F)c(Cl)c1C (stereo not drawn) | -17
COc1cccc(C(=O)Nc2sc3c(c2C#N)CC(C)(C)OC3)c1 | -12
CCCN(CCC)C(=O)CC12CC3CC(C1)CC(CC(=O)N(CCC)CCC)(C3)C2 | -26
Cc1ccc(OCC(=O)N2CCC(Cc3ccccc3)CC2)c(C)c1 | 24
COc1cc(/C=C2/SC(=S)N(C)C2=O)ccc1OC(=O)c1cccc(Br)c1 | -21
CCOC(=O)C(=O)N1CCN(c2cccc(Cl)c2)CC1 | 1
O=C(OCCN1CCOCC1)c1ccc(Cl)cc1 | 102
CC(=O)Oc1ccc(N2C(=O)CC(Sc3ccccc3C(=O)O)C2=O)cc1 (stereo not drawn) | -27
N/C(CSc1nnc2c(n1)[nH]c1ccccc12)=N\O | 5
O=C(Nc1ncc(Cc2ccc(Cl)cc2Cl)s1)c1ccccc1Br | -18
COC(=O)NC(NC(=O)OC)c1ccc(OC)cc1 | -15
O=C(N/N=C/c1ccc(O)c(O)c1)NC12CC3CC(CC(C3)C1)C2 | 0
Cc1ccc([N+](=O)[O-])cc1N1C(=O)C2C(C1=O)C1(C)C(=O)C2(C)C(c2ccccc2)=C1c1ccccc1 (stereo not drawn) | -18
Cc1cccc(C(=O)NNC2=CC(=O)CC(C)(C)C2)c1O | 10
O=C(Nc1ccccc1F)c1ccc(Cl)c([N+](=O)[O-])c1 | 5
Cc1ccc(C(=O)N2CCC(C(N)=O)CC2)cc1 | 5
CCOc1cccc(=O)c2c(C)oc(C)c12 | 3
COc1ccc(S(=O)(=O)N2CCN(Cc3ccccc3)CC2)cc1[N+](=O)[O-] | -5
O=C(Nc1ccc(Cl)c(Cl)c1)C1C2/C=C\CCCCC21 (stereo not drawn) | -14
CCOC(=O)C1=CN(c2ccc(C)c(C)c2)C=C(C(=O)OCC)C1c1cccc(OC)c1 | -6
Cc1ccsc1-c1cc(C(=O)O)c2c(ccc3ccccc32)n1 | 2
CCOC(=O)c1ccc(N2NC(=O)/C(=C/c3cc(OC)c(O)c(OC)c3)C2=O)cc1 | -35
Nc1nnc(CC(=O)N/N=C/c2ccc(OCc3ccc([N+](=O)[O-])cc3)cc2)s1 | -6
O=C(CSc1nc2ccccc2s1)NCc1ccco1 | -31
O=C(Nc1ccc(Br)cn1)c1cc(F)c(F)cc1Cl | -25
COc1ccc(-c2nc3cc(NC(=O)C(C)C)ccc3o2)cc1OC | -19
Cc1ccc(N2NC(=O)/C(=C/c3ccc(N4CCOCC4)cc3)C2=O)cc1 | -22
CCCOc1ccc(N2C(=O)CC(N(CCc3ccc(OC)c(OC)c3)C(C)=O)C2=O)cc1 (stereo not drawn) | -12
COc1ccc(N(CC(=O)Nc2ccc(I)cc2)S(=O)(=O)c2ccccc2)cc1 | 7
O=C(N/N=C/c1ccc2c(c1)OCO2)c1ccccn1 | -10
COc1cc(C(=O)Nc2ccc(N(C)C)cc2)c([N+](=O)[O-])cc1OC | -4
COc1ccccc1CCNCc1ccc(Cl)cc1 | 0
COc1ccc(C)cc1NC(=O)c1cccnc1 | 14
CCOC(=O)C1=C(C)N=c2s/c(=C\c3ccc(O)cc3)c(=O)n2C1c1cccc(OC)c1 (stereo not drawn) | -9
COc1ccccc1Cc1noc(-c2ccc(Cl)cc2)n1 | 7
COC(=O)c1sc(NC(=O)C2CC3CCC2C3)c(C(N)=O)c1C (stereo not drawn) | -1
Cc1ccccc1-n1c(/C=C/c2ccco2)nc2ccccc2c1=O | 6
CCc1ccccc1NC(=O)/C(C#N)=C/c1cn(CC(=O)Nc2ccccc2)c2ccccc12 | 4
Cc1cc(C)cc(OC(=O)C(C)N2C(=O)c3ccccc3C2=O)c1 (stereo not drawn) | -24
O=C(NCc1ccc2c(c1)OCO2)c1ccco1 | -13
O=C1Nc2ccc(Br)cc2/C1=C/C(=O)c1ccc(Cl)cc1 | -14

Not all compounds are listed, so the mix of outcomes need not match the whole.
